# Bioassay records deposited in PubChem BioAssay by several laboratories.
# EP2 modulator = modulators of human EP2 prostaglandin E2 receptor | AID 940 | induction, % at 25 µM | P43116 | hit rate 0.83% among 260,000 | EP2-expressing cells, cAMP HTRF FRET, PGE2 co-stimulation;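 active = compounds whose cAMP rise, as percent of the full-agonist control response, exceeds 60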;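 note: rat C6 glioma line stably carrying human EP2 under a CMV promoter; the protocol text gives 20 µM as final concentration; 100% = response of wells given 1 µM PGE2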
# Hck Nef HTS = human Hck-Nef kinase inhibition; hit rate 0.68% among 220,000; Recombinant Hck-YEEI plus Nef, Z-Lyte FRET kinase assay; inhibition, % at 20 µM; P08631;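 active = Hck-Nef kinase inhibition above about 50%, limit read from the data; inactive = inhibition below that limit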;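 note: 0% = DMSO with Hck plus Nef and 100% = Hck alone without Nef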
# Target sequence (P08631 whole entry, looked up): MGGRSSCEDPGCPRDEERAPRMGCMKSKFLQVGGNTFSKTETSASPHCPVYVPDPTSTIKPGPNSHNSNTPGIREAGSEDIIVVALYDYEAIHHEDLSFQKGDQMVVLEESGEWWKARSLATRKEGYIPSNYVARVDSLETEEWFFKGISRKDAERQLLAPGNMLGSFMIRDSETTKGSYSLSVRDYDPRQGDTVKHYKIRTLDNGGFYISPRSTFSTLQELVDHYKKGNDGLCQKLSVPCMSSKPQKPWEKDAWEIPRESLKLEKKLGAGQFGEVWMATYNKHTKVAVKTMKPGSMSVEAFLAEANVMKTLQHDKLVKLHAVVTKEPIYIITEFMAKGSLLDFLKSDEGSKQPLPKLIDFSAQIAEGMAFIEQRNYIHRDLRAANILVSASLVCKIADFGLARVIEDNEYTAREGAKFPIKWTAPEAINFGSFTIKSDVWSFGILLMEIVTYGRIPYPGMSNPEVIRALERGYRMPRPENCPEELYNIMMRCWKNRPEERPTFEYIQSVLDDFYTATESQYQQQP
# zVAD death inh = blocks zVAD induced death of L929 cells | L929 zVAD necroptosis rescue, ATP luminescence, 24 h; with zVAD 60 µM | viability rescue, % at 10 µM | hit rate 0.38% among 220,000 | AID 1377;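 active = activation, scaled between plate controls, above about 75%, limit read from the data; inactive = activation under that limit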;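 note: 0% = zVAD with DMSO and 100% = DMSO alone without zVAD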
# Rad51 HR inh = blocks human Rad51 in homologous recombination | hRad51 DNA strand exchange, fluorescence dequenching | AID 1385 | inhibition, % at 10 µM | hit rate 0.085% among 200,000 | Q06609;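 active = inhibition above 40% at the single screening dose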;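 note: 0% = DMSO control wells and 100% = blanks with heterologous ssDNA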
# Target sequence (Q06609 whole entry, looked up): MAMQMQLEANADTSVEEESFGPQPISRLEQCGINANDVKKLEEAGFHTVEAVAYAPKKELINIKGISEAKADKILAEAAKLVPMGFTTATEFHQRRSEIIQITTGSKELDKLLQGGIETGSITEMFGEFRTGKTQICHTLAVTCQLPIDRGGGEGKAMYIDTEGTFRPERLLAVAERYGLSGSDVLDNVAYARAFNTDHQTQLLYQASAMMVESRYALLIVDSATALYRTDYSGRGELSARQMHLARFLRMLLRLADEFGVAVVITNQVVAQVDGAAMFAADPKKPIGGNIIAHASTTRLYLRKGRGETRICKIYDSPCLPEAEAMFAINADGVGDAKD
#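 Material: Human Rad51 nucleoprotein filaments preassembled on unlabelled ssDNA | Also added: Labelled 47-mer dsDNA for strand exchange | Dosing: Single dose, 10 µM final compound | Schedule: 30-min compound preincubation and 15-min exchange, both room temperature | Technique: Fluorescence dequenching at 485/520 nm | Measure: Percent inhibition relative to plate controls and blanks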
# TbHK1 inh = blocks Trypanosoma brucei hexokinase 1 activity; recombinant TbHK1, G6PDH-coupled NADH A340; inhibition, % at 10 µM; hit rate 0.11% among 220,000;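 active = inhibition of 50% or more in the single-dose primary screen; inactive = inhibition below 50%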
# eIF4E 4G PPI = blocks eIF4E binding to eIF4G | inhibition, % at 21.7 µM | AID 782 | P63073+Q04637 | hit rate 0.37% among 220,000 | TR-FRET eIF4E-eIF4GI(517-606) binding, 2 h;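 active = inhibition above about 30%, limit read from the data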;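 note: 0% = full FRET control wells and 100% = background wells lacking eIF4GI fragment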
# m-calpain inh = blocks pig calpain II enzyme activity. inhibition, % at 16 µM. purified calpain II, fluorogenic peptide substrate, 30 min. AID 1236. hit rate 0.37% among 220,000;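 active = inhibition above about 50%, limit read from the data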
# EP2 antag = EP2 receptor (human) inhibition; P43116; C6 glioma cells expressing human EP2, cAMP TR-FRET; cells stimulated with saturating PGE2; inhibition, % at 25 µM; hit rate 0.52% among 260,000;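 active = percent inhibition above 40 after rounding to a whole number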;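 note: rat C6 glioma host cells with rolipram phosphodiesterase inhibitor present; the protocol text gives 20 µM as final concentration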
# 14-3-3 Bad inh = disrupts binding of bovine 14-3-3 zeta to phospho-Bad peptide | P63103 | hit rate 0.71% among 220,000 | inhibition, % at 21.7 µM | TR-FRET 14-3-3zeta/Dy647-pBad peptide displacement, 1 h;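 active = inhibition above about 70%, limit read from the data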;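 note: 0% = full 14-3-3 plus peptide FRET controls and 100% = background without 14-3-3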
# * hit, by the source's call; i = inactive; nt = not tested or not shown; & = joins results of further samples; [ ] = remark or other dose. Only part of the results is shown; rates above refer to the full screens.
SMILES,EP2 modulator,Hck Nef HTS,zVAD death inh,Rad51 HR inh,TbHK1 inh,eIF4E 4G PPI,m-calpain inh,EP2 antag,14-3-3 Bad inh
CCOC(=O)c1nnn(-c2nonc2-n2cccc2)c1CCl,0,-1,-0.3,8,0,6,10,21,0
C/C(=N/O)c1ccc(N2C(=O)C3C4C=CC(C3C2=O)C2C3C(=O)N(c5ccc(/C(C)=N/O)cc5)C(=O)C3C42)cc1 (stereo not given),0,10,0.9,17,-1,2,-17,6,-3
O=C(Cn1c(-c2ccccc2)noc1=O)N1CCC(Cc2ccccc2)CC1,-38,-11,-0.5,13,6,4,21,1,-3
Cc1ccc2nc(-c3ccc(NS(=O)(=O)c4ccccc4)cc3)sc2c1,-39,2,1.3,nt,26,5[fluorescence artefact?],5,10,i
CCOC(=O)Nc1cc(=O)c2ccccc2o1,0,-2,2.8,3,-2,-19,-61,6,-2
CC1CC(C)CN(C(=O)C(Cc2ccccc2)n2cccc2)C1 (stereo not given),62*,13,-0.8,12,5,7,18,8,2
O=S(=O)(c1cccs1)N1CCN(c2ccnc3cc(Cl)ccc23)CC1,-65,-1,2.5,14,-11,4,-13,15,0
O=Cc1cn(Cc2ccccc2)nc1-c1cccnc1,2,24,1.2,4,1,0,-18,6,-11
COC(=O)COc1ccc(S(=O)(=O)Nc2ccccc2SC)cc1,-1,6,0.9,1,2,4[fluorescence artefact?],16,3,-6[fluorescence artefact?]
O=C(CSc1nnc(Nc2ccccc2)s1)NCc1cccs1,4,2,2.3,-3,-4,-1[fluorescence artefact?],9,8,0
O=C(CN1CCCCC1CO)c1ccc(OC(F)F)cc1 (stereo not given),5,11,0.7,3,12,2,20,5,9
CCc1ccc(CNC(=O)CCc2nnc(CCc3ccc(OC)cc3)o2)nc1,3,21,0.2,23,2,1,-8,3,-8

# Five compounds picked at random from those above, as already listed:
SMILES,EP2 modulator,Hck Nef HTS,zVAD death inh,Rad51 HR inh,TbHK1 inh,eIF4E 4G PPI,m-calpain inh,EP2 antag,14-3-3 Bad inh
O=S(=O)(c1cccs1)N1CCN(c2ccnc3cc(Cl)ccc23)CC1,-65,-1,2.5,14,-11,4,-13,15,0
COC(=O)COc1ccc(S(=O)(=O)Nc2ccccc2SC)cc1,-1,6,0.9,1,2,4[fluorescence artefact?],16,3,-6[fluorescence artefact?]
O=C(CN1CCCCC1CO)c1ccc(OC(F)F)cc1 (stereo not given),5,11,0.7,3,12,2,20,5,9
Cc1ccc2nc(-c3ccc(NS(=O)(=O)c4ccccc4)cc3)sc2c1,-39,2,1.3,nt,26,5[fluorescence artefact?],5,10,i
CCOC(=O)c1nnn(-c2nonc2-n2cccc2)c1CCl,0,-1,-0.3,8,0,6,10,21,0

# Going on with the list:
SMILES,EP2 modulator,Hck Nef HTS,zVAD death inh,Rad51 HR inh,TbHK1 inh,eIF4E 4G PPI,m-calpain inh,EP2 antag,14-3-3 Bad inh
CCCCN(C(=S)Nc1ccccc1)C1CCS(=O)(=O)C1 (stereo not given),6,0,0.0,4,0,4,7,5,-5
COn1c(=O)c(=O)n(OC)c2ccccc21,14,0,0.3,5,-7,14,8,9,24
CCOc1ccc2nc(NS(C)(=O)=O)sc2c1,20,0,-0.4,0,-4,0,-20,4,-9
CCN(c1ccccc1)S(=O)(=O)c1ccc(Cl)c(NC(=O)COC(=O)C2CC2C)c1 (stereo not given),17,23,-1.2,10,0,2,14,7,-18
COC(=O)CCC/C=C1/SCC(NC(=O)c2ccccc2)C1O (stereo not given),4,-2,-0.4,-7,-1,-19,-14,5,-13
O=c1c2ccccc2n(Cc2cccc(F)c2)c(=O)n1C1CCCC1,31,1,0.2,8,3,1,32,8,-15
Cc1ccc2nsnc2c1S(=O)(=O)NCc1ccncc1,-17,5,0.1,0,-11,-5,8,12,-7
O=C(CCc1ccc(S(=O)(=O)N2CCOCC2)cc1)Nc1ccc(N2CCOCC2)cc1,9,3,0.3,12,4,2[fluorescence artefact?],-5,10,-12
O=C(CSc1ncnc2scc(-c3ccccc3)c12)N1CCN(Cc2ccc3c(c2)OCO3)CC1,-5,7,-0.3,-52,1,2,-132,16,-15
Cn1c(CN2CCOCC2)nnc1SCC(N)=O,14&18,0,1.3,-1,2,-9,-16,11&9,-8
CC1CCN(c2c(NCc3ccc(C(=O)N4CCc5ccccc54)cc3)c(=O)c2=O)CC1,-2,0,-0.9,-10,1,8,-2,13,-1
O=C(Nc1ccccc1C(=O)N/N=C/c1ccncc1)c1ccccc1,2,-22,-2.4,24,-7,1,-21,4,-4
CCC(C(=O)N1CCc2cc(OC)c(OC)cc2C1)c1ccccc1 (stereo not given),19,2,0.4,8,3,2,1,9,8
COc1cc(OC)c(-c2nnc3n(CCc4ccccc4)c(=O)c4ccccc4n23)cc1OC,8,-1,-0.1,0,-11,7,23,3,0
O=C(CCCN1C(=O)/C(=C/c2ccccc2Cl)SC1=S)NNC(=O)c1ccccc1Cl,-29,6,-0.7,3,1,24[fluorescence artefact?],4,1,-3[fluorescence artefact?]
S=C(c1ccc2c(c1)OCO2)N1CCOCC1,-10,0,0.0,-3,-7,-8,10,6,-1
CCC(C)NC(=O)Cc1ccc(-c2ccccc2)cc1 (stereo not given),-33,24,2.1,-21,-5,3,-22,7,-14
Cc1ccc(-c2nn3c(C)nnc3s2)cc1NC(=O)c1ccc(-c2ccc(Cl)cc2Cl)o1,28,50*,-0.9,-1,-19,17,-410,9,86*[fluorescence artefact?]
O=C(Nc1ccc2cn[nH]c2c1)c1ccc(S(=O)(=O)N2CCOCC2)cc1,-44,10,2.0,nt,0,0,-26,6,-9
CCOC(=O)C(=CNc1ccc(-c2ccco2)c(Cl)c1)C(=O)OCC,33,17,0.0,-1,-30,2,-4,15,2
O=C(NCC1CCCO1)c1cc(-c2ccc(Cl)cc2Cl)on1 (stereo not given),-109&-41,-1,0.2,-2,6,3,1,9&14,-1[fluorescence artefact?]
CCOC(=O)C1=c2s/c(=C\c3ccncc3)c(=O)n2C(N)=C(C(=O)OC)C1c1ccncc1 (stereo not given),39,21,-1.2,2,-14,7,-93,6,47
O=C(COC(=O)CCc1c[nH]c2ccccc12)NC(c1ccccc1)c1ccccc1,19,2,1.2,1,-1,-1[fluorescence artefact?],-19,8,-2[fluorescence artefact?]
CC(=O)OCCN(C)c1cc(SC(C)C)c2nonc2c1[N+](=O)[O-],-33,19,0.1,8,-1,2,19,5,-3
COc1ccccc1C/C(N)=N/OC(=O)c1cccc([N+](=O)[O-])c1,6,1,0.1,9,-3,1,11,10,12
Cc1ccc2cc(CN(C(=O)c3ccco3)c3ccccc3)c(=O)[nH]c2c1,-22,0,0.0,3,-9,-4,-40,9,9
Cc1[nH]c2ccccc2c1/C=C(\C#N)C(=O)NC(C)c1ccccc1 (stereo not given),-47,0,1.8,nt,1,8[fluorescence artefact?],12,nt,31[fluorescence artefact?]
Cc1cc(C)c(NC(=O)C(C)OC(=O)c2cc(Br)c(Br)s2)c(C)c1 (stereo not given),22,0,0.1,1,18,-5,8,5,-15[fluorescence artefact?]
CC(C)(C)NC(=O)C(c1ccncc1)N(C(=O)Cn1nnc(-c2ccc(F)cc2)n1)c1ccccc1F (stereo not given),13,11,0.6,-15,5,1,22,8,11
C=CCn1c(NCCOC)nc2c1c(=O)n(C)c(=O)n2C,6,2,1.1,-3,1,-1[fluorescence artefact?],-12,8,-10[fluorescence artefact?]
CCn1cc(/C=C/C(=O)Nc2ccn(Cc3c(F)c(F)c(F)c(F)c3F)n2)cn1,-15,2,1.4,27,-3,-1,22,16,5
CN1CCN(Cc2c(O)c(Cl)cc3c(-c4ccccc4)cc(=O)oc23)CC1,23,6,0.1,6,-6,2,-310,15,-4
COc1ccc(NC2=Nc3cccc4cccc2c34)cc1,-88,1,2.2,nt,11,-5,19,14,-15
Cc1ccc(C)c(N(CC(=O)N(C)C)S(C)(=O)=O)c1,17,2,0.9,-5,9,4[fluorescence artefact?],-47,3,2
Cc1nc(-c2ccccc2)sc1-c1ccn[nH]1,-31,33,80*,-1,-28,5,-382,7,16
COc1ccc(CNCCC2(C(C)C)CCOC(C)(C)C2)cc1 (stereo not given),1,22,-0.9,-18,-3,-8,-2,3,7

# Some of the entries so far, with two lines to a compound:
# Results follow in this order: EP2 modulator | Hck Nef HTS | zVAD death inh | Rad51 HR inh | TbHK1 inh | eIF4E 4G PPI | m-calpain inh | EP2 antag | 14-3-3 Bad inh
CCn1cc(/C=C/C(=O)Nc2ccn(Cc3c(F)c(F)c(F)c(F)c3F)n2)cn1
    -15 | 2 | 1.4 | 27 | -3 | -1 | 22 | 16 | 5
CN1CCN(Cc2c(O)c(Cl)cc3c(-c4ccccc4)cc(=O)oc23)CC1
    23 | 6 | 0.1 | 6 | -6 | 2 | -310 | 15 | -4
COc1ccc(NC2=Nc3cccc4cccc2c34)cc1
    -88 | 1 | 2.2 | nt | 11 | -5 | 19 | 14 | -15

# The list continues:
SMILES,EP2 modulator,Hck Nef HTS,zVAD death inh,Rad51 HR inh,TbHK1 inh,eIF4E 4G PPI,m-calpain inh,EP2 antag,14-3-3 Bad inh
COCCN1C(=O)N[C@H](c2cccc(C(F)(F)F)c2)C(C(=O)OC)=C1C,29,-3,-1.5,nt,3,8,12,nt,-9
CC(/C=C1\N=C(SCc2ccccc2)SC1=O)=C\c1ccccc1,4,3,0.4,-13,10,-1,-8,11,2
Cc1ccc(/C=C2/C(=O)N(c3ccccc3)C(=S)N2C)o1,3,1,1.1,4,30,0,7,9,-10
CCOc1ccc(/C=N/NC(=O)CN2CCCCCCC2)cc1,1,-30,1.3,-8,11,1,14,7,22
Cc1ccccc1CS(=O)(=O)CCC(=O)NCCCN1CCOCC1,3,2,0.6,nt,5,0[fluorescence artefact?],-8,nt,-5
Cc1cccc(-c2noc(-c3ccc4c(c3)OCO4)n2)c1,-46,6,0.8,nt,-7,6,33,7,5
O=C(CCCN1C(=O)/C(=C/c2cccs2)SC1=S)NNC(=O)c1ccc(F)cc1,-5,1,-1.1,-2,1,3[fluorescence artefact?],-66,5,-12
Cn1nc(C(F)(F)F)c2cc(C(=O)Nc3ccc(Cl)cc3)sc21,-57,0,0.0,4,1,-3,-280,35,-4
O=C1NC[C@@H](Cc2ccc(O)cc2)N(CC2CCCCC2)C1=O,29,26,0.0,-7,-3,-3,-18,9,-1
CC(C)(C(=O)c1ccccc1)/[N+]([O-])=C/c1ccc(Br)cc1,nt,1,-0.6,-5,-3,nt,nt,7,nt
Cc1ccc(CNC(=O)c2ccc(CNc3c(N4CCCC4)c(=O)c3=O)cc2)cc1,13,0,3.1,1,-10,-4,4,9,0
Cc1cccc(N2C(=O)/C(=C\c3ccc(C(=O)O)cc3)c3ccccc3C2=O)c1,4,-5,-0.1,-9,-8,1,-79,10,0

# Some of these compounds in order of molar mass, smallest number first.
SMILES,EP2 modulator,Hck Nef HTS,zVAD death inh,Rad51 HR inh,TbHK1 inh,eIF4E 4G PPI,m-calpain inh,EP2 antag,14-3-3 Bad inh
Cn1nc(C(F)(F)F)c2cc(C(=O)Nc3ccc(Cl)cc3)sc21,-57,0,0.0,4,1,-3,-280,35,-4
Cc1ccccc1CS(=O)(=O)CCC(=O)NCCCN1CCOCC1,3,2,0.6,nt,5,0[fluorescence artefact?],-8,nt,-5
Cc1cccc(N2C(=O)/C(=C\c3ccc(C(=O)O)cc3)c3ccccc3C2=O)c1,4,-5,-0.1,-9,-8,1,-79,10,0
